# Screening data deposited in PubChem BioAssay by National Center for Advancing Translational Sciences (NCATS).
# TGFb inhibitor = TGF-b pathway inhibition; HepG2 CAGA-GFP TGF-b/SMAD3 reporter, GFP fluorescence, 18 h; TGF-beta stimulated, 500 pg/mL final; Potency, µM (doses to about 46.1 µM), for the others: at the highest dose activity, negative = inhibition, most hits filed as inhibitors; hit rate 1.2% among 410,000; also: % is scaled to controls: 0 for no effect and ±100 for the full control effect; nearly all actives have a fitted effect of over 65% in size
#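 Cell-based qHTS in HEPG2 carrying a CAGA-GFP Smad reporter; compounds added before 500 pg/mL final TGF-beta, 18 h incubation at 37 degrees C, GFP fluorescence quantified per cell by imaging cytometry.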
# ATXN2 expr inh = reduces ATXN2 reporter expression in HEK-293 cells; HEK-293 ATXN2-luciferase reporter, luminescence, 24 h; Potency, µM (highest dose often 57 µM), without a hit: top-dose activity change, negative = inhibition, most hits filed as inhibitors; hit rate 0.72% among 360,000; AID 1745845; also: % is scaled to controls: 0 for no effect and ±100 for the full control effect; nearly all actives have a fitted effect of over 55% in size
#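 qHTS (up to 57 uM final) was run with 24 h compound exposure of reporter cells at 37 °C. Each well was multiplexed: SteadyGlo luminescence measured ATXN2-luciferase expression after a fluorogenic Gly-Phe-AFC viability readout (25 uM final).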
# MCF10A rereplic = inducers of DNA re-replication in MCF 10A breast cells; MCF 10A DNA re-replication, Hoechst nuclear intensity, 48 h; Potency, µM (series often up to 46.1 µM), inactives show top-dose activity, positive = re-replication, most hits filed as activators; hit rate 2.9% among 350,000; AID 624296; also: % of control where 0% means no effect; nearly all actives have a fitted effect of over 50% in size
# ATXN viability = viability counter-screen for ATXN expression inhibitors | S2 cells (HEK-293 line with an ATXN2-luciferase reporter) viability, CellTiter-Fluor protease fluorescence, 24 h | Potency, µM (highest dose often 56.7 µM), most hits filed as cytotoxic | hit rate 0.49% among 400,000 | AID 651635; also: nearly all actives have a fitted effect of over 40% in size
# Nrf2 inh = Nrf2 pathway inhibition; AID 504444; A549 ARE-Fluc reporter, luciferase luminescence, 18-24 h; hit rate 2.1% among 360,000; Potency, µM (doses to about 46 µM), for inactives: at the top dose activity change, negative = inhibition, usual class: inhibitors; also: % is scaled to controls: 0 for no effect and ±100 for the full control effect; nearly all actives have a fitted effect of over 60% in size
#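 Concentration-response testing used A549 ARE_Fluc cells at 5000 cells/well. Following an 18-24 h compound incubation, viability was read by fluorescence (Ex 405/Em 525) and luciferase output by luminescence.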
# HepG2 tox = kills HepG2 cells in TGF-b inhibitor counter-screen | HepG2 CAGA-GFP viability, ATP luminescence, 18 h | hit rate 0.76% among 410,000 | Potency, µM (doses to about 46.1 µM), for the others: at the top dose activity change, negative = cytotoxicity, actives largely listed as cytotoxic; also: some results filed as inactive show a strong effect at the top dose
#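 CellTiter-Glo luminescence gave cytotoxicity after 18 hours at 37 degrees C. The cells were HepG2 CAGA-GFP in 1% FBS DMEM, stimulated with 500 pg/mL TGF-beta after compound addition. %Activity was normalised to no-cell wells (complete cell-killing) and DMSO (no toxicity), and curves were fitted and classified.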
# Nrf2 activator = activators of Nrf2 (ARE) signaling | AREc32 ARE-luciferase reporter (MCF7-derived line), luminescence, 24 h | Potency, µM (top dose mostly 46.1 µM), without a hit: at the top dose activation, usual class: activators | hit rate 0.31% among 410,000 | AID 624171; also: % of control where 0% means no effect; nearly all actives have a fitted effect of over 65% in size
#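 Steps: seed AREc32_Fluc cells (1000/well, 5% FBS OPTI-MEM); incubate overnight at 37 deg C; add 23 nL compound; incubate 24 hr; add Steady-Glo; hold 30 min RT; read luminescence.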
# A549 tox = counter-screen for Nrf2 inhibitors: cytotoxicity in A549 cells; Potency, µM (highest dose often 46 µM), without a hit: at the highest dose activity change, negative = cytotoxicity, usual class: inhibitors; AID 504648; A549 ARE-Fluc cells, CellTiter-Fluor viability, 18-24 h; hit rate 0.16% among 390,000; also: % is scaled to controls: 0 for no effect and ±100 for the full control effect
#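 A549 ARE_Fluc cells in 5% FBS OPTI-MEM were exposed to compounds in concentration-response for 18-24 h at 37 deg C. Viability was read by CellTiter-Fluor fluorescence (Ex 405/Em 525) after 30 min, before the luciferase read.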
# EPAC2 antag = EPAC2 (human) antagonism | Potency, µM (doses to about 114 µM), without a hit: at the top dose activity, negative = inhibition, actives largely listed as inhibitors | EPAC2 GEF exchange of Rap1B-BODIPY-GDP, fluorescence | hit rate 0.18% among 360,000 | Q8WZA2; also: % is scaled to controls: 0 for no effect and ±100 for the full control effect; nearly all actives have a fitted effect of over 45% in size; many of its hits are not listed in these tables
# Target sequence (Q8WZA2 whole entry, looked up): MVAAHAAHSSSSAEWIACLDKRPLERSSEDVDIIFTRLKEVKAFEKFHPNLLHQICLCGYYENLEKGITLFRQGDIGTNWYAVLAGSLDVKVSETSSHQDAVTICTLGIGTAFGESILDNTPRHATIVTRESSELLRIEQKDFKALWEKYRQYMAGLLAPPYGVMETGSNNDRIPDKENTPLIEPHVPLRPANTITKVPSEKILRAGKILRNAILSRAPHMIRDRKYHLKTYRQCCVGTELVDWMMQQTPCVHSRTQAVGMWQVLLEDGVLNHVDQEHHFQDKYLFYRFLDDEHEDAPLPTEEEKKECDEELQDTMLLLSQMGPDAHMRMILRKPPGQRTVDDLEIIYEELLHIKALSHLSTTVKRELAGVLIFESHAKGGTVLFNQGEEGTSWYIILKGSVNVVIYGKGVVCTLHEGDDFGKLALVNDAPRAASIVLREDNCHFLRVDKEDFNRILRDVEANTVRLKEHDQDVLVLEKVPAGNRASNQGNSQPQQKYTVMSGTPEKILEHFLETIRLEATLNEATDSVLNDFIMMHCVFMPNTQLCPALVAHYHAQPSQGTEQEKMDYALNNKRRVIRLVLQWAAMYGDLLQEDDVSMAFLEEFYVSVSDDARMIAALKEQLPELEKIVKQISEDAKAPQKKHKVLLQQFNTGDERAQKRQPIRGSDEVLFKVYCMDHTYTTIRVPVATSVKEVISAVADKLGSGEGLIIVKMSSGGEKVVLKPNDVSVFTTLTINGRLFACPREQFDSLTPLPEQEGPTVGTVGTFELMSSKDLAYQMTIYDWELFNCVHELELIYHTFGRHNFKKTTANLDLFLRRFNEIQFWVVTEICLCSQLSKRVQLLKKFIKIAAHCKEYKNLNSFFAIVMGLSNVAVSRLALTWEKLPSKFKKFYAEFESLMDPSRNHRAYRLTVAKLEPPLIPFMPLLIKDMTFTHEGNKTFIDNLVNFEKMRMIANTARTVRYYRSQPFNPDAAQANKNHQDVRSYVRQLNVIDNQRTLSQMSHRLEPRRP
# * marks the source's active call; other numbers are inactive results; i = inactive; ? = inconclusive; · = not tested or not shown; & = joins results of further samples; [ ] = dose if it differs, or a comment. Calls follow the shape of the dose curve; as a rule, active = well fitted curve in the direction sought with a large enough effect; inconclusive = small, poorly fitted or top-dose-only effect, or another doubt; inactive = no such curve, though single readings can be large; an effect the other way counts as inactive or inconclusive. Potency is read from the fitted curve at half-maximal effect. Some of the compounds tested, so the mix of outcomes need not match the whole.
SMILES,TGFb inhibitor,ATXN2 expr inh,MCF10A rereplic,ATXN viability,Nrf2 inh,HepG2 tox,Nrf2 activator,A549 tox,EPAC2 antag
CN1c2ccccc2-c2nc(SCC(=O)Nc3ccccc3C(F)(F)F)ncc2S1(=O)=O,0%,3%,·,i,-20%,-21%,7.4%,-12%,·
O=C(N/N=C/c1ccccc1OC(F)F)C1=COCCO1,-2%,30%,-8%,i,3%,-1%,12%,4%,-3%
O=C(O)CNC(=S)N(Cc1cccs1)C1CCCCC1,3%,2%,-3%,i,9%,-7%,-0.4%,1%,4%
O=c1cc(CN2CCN(c3ccccn3)CC2)nc2sccn12,-10%,·,-6%,i,-11%,0%,0.2%,-11%,-1%
CC1(C)c2ccccc2N2CC(=O)NC21/C=C/c1ccco1 (configuration not stated),-6%,-6%,21%,i,0%,-6%,5.6%,0%,12%
COc1c(O)ccc(C2NC(=O)NC(C)=C2C(=O)Nc2ccccc2C)c1[N+](=O)[O-] (configuration not stated),13%,-28%,0%,?,1%,3%,0.6%,-1%,6%
CC1(C)Cc2c(sc(NC(=O)Cc3ccccc3)c2C#N)CO1,12%,-25%,-15%,i,8%,12%,0.6%,6%,11%
COc1ccc(CCNC(=O)COC(=O)c2ccc(Br)o2)cc1OC,-20%,-1%,-2%,i,3%,-29%,2.1%,-11%,6%
CN(C)c1ccc(NC(=O)CCSc2nc(-c3ccco3)cc(C(F)(F)F)n2)cc1,-16%,·,·,·,?,-29%,4.8%,-13%,·
CC(=O)Nc1ccc(S(=O)(=O)N(C)CC(=O)N/N=C/c2cccc(O)c2)cc1,-1%,-34%,5%,i,1%,7%,-1.0%,-1%,11%
CCC(CC)c1nnc(NC(=O)Cc2ccccc2[N+](=O)[O-])s1,-10%,-18%,3%,?,0%,-21%,0.6%,2%,1%
Cc1ccccc1N(CC(=O)Nc1ccc(S(=O)(=O)N2CCOCC2)cc1)S(C)(=O)=O,-1%,-4%,-1%,i,5%,-5%,0.0%,3%,1%

# Molecules from the list above with a furan ring, fused or not (3):
SMILES,TGFb inhibitor,ATXN2 expr inh,MCF10A rereplic,ATXN viability,Nrf2 inh,HepG2 tox,Nrf2 activator,A549 tox,EPAC2 antag
CC1(C)c2ccccc2N2CC(=O)NC21/C=C/c1ccco1 (configuration not stated),-6%,-6%,21%,i,0%,-6%,5.6%,0%,12%
COc1ccc(CCNC(=O)COC(=O)c2ccc(Br)o2)cc1OC,-20%,-1%,-2%,i,3%,-29%,2.1%,-11%,6%
CN(C)c1ccc(NC(=O)CCSc2nc(-c3ccco3)cc(C(F)(F)F)n2)cc1,-16%,·,·,·,?,-29%,4.8%,-13%,·

# More results.
SMILES,TGFb inhibitor,ATXN2 expr inh,MCF10A rereplic,ATXN viability,Nrf2 inh,HepG2 tox,Nrf2 activator,A549 tox,EPAC2 antag
Oc1ccccc1-c1nc(/C=C/c2ccc(F)cc2)no1,7%,13%,·,i,?,-4%,9.7%,0%,·
O=C1NC[C@@H](c2ccccc2)OC(=O)[C@H](Cc2ccc(F)cc2)C/C=C\C[C@@H]1CC(=O)N(CCO)Cc1ccccc1,?,?,2%,?,26µM*,-4%,10%,?,-23%
Cc1cc(NC(=O)CCl)n(-c2nc3ccccc3s2)n1,-7%,9%,2%,i,0%,-14%,16%,2%,3%
Cc1nc(Nc2ccccc2)sc1C(=O)c1ccccc1,-7%,34%,?,i,1%,-22%,6.8%,2%,0%
CCCCn1c(N)c(N(CC(C)C)C(=O)c2cc3c(s2)CCC3)c(=O)[nH]c1=O,-13%,4%,13%,i,12%,-13%,-0.3%,1%,2%
COc1cccc(/C=N/NC(=O)c2cnccn2)c1O,?,-19%,5%,?,-25%,-45%,-0.8%,-1%,-1%
CCOc1ccc(NC(=O)C(C)NC(=O)c2ccccc2Cl)cc1S(=O)(=O)N1CCCC1 (configuration not stated),-1%,20%,10%,i,3%,1%,-0.6%,0%,2%
CCOC(=O)c1oc2cc(O)ccc2c(=O)c1-c1ccccc1OC,0%,-3%,3%,i,2%,-21%,0.1%,-10%,6%
Cc1noc(C)c1COc1ccc(C(=O)Nc2ccccn2)cc1,1%,12%,0%,i,-2%,0%,-0.1%,-1%,5%
CC(=O)NNC(=O)c1[nH]c2ccc(Br)cc2c1-c1ccccc1,?,0%,2%,i,15%,-15%,3.3%,2%,6%
O=C(CSc1nc(-c2ccc(F)cc2)nc2c1Cc1ccccc1O2)Nc1cccc(C(=O)O)c1,-6%,16%,3%,i,5%&-3%,1%&-10%,5.8%&18%,-9%&-2%,-15%
O=C(Nn1cnnc1)c1cc(Br)ccc1Cl,14%,·,-2%,i,-2%,11%,-0.4%,-15%,2%
CN(C)c1ccc(CNC(=O)C2CCN(Cc3cc4ccccc4n3Cc3ccccc3)CC2)cc1,4%,-10%,·,?,·,-4%,3.9%,-12%,·
CCc1ccccc1NC(=O)C1CCC(CNS(=O)(=O)c2ccc3c(c2)CC(C)N3C(C)=O)CC1 (configuration not stated),-13%,·,·,·,?,8%,0.7%,7%,·
COc1ccc(C(=O)C2CCCN(Cc3ccc(NC(C)=O)cc3)C2)cc1OC (configuration not stated),18%,·,-5%,?,0%,0%,-0.2%,2%,9%
COc1cccc(CNC(=O)N2CCC(CN3CCC(C)CC3)CC2)c1,-15%,-7%,·,?,·,-23%,1.0%,1%,·
O=C(Nc1ccc(Cl)cc1F)c1cccc2ccccc12,3%,10%,7%,i,28%,-3%,5.4%[9.22 µM],0%,?
CCOc1ccc(S(=O)(=O)/N=C(/Nc2ccc(OC)cc2)c2ccccc2)cc1,-5%,26%,1%,i,?,0%,1.8%,-19%,-9%
C=CCc1cccc(/C=N/n2cnnc2)c1O,21%,-2%,1%,i,1%,2%,2.3%,6%,-7%
CC1CCN(Cc2nnnn2CCCC(=O)NCC(C)(C)N2CCOCC2)CC1,-4%,0%,16%,i,1%,2%,-0.3%,2%,3%
O=[N+]([O-])c1ccc2c(c1)N([O-])C1(CCCCC1)[N+]2=O,-2%,-23%,?,i,-2%,28%,9.2%,-10%,-3%
O=C1Oc2ccccc2C(=O)/C1=C\N1CCN(c2ccccc2)CC1,?,-14%,?,i,?,1%,0.5%,-20%,-3%
CC1CCN(C(NC(=O)c2ccco2)C(=O)c2ccccc2)CC1 (configuration not stated),-24%,2%,0%,i,5%,-3%,-0.4%,-8%,-5%
O=C(NC(=S)Nc1ccc(C(F)(F)F)cc1)c1csnn1,11%,4%,-9%,i,-1%,3%,3.7%,0%,-7%
CCN1CCCC1CNC(=O)CSc1cc(=O)n(CC)c2ccccc12 (configuration not stated),2%,1%,?,i,·,-2%,4.9%,9%,2%
Cn1nc(-c2ccc(Cl)cc2)c2cc(C(=O)N3CCN(c4ccccn4)CC3)sc21,-2%,-10%,?,i,5%,-16%,0.7%,6%,8%
COC(=O)/C=C/c1ccccc1S(=O)(=O)N(Cc1ccccc1)Cc1ccco1,?,-21%,2.1µM*,?,-14%&7%,-7%&-14%,22%,2%&0%,-15%
N#Cc1c[nH]n2c(NC3CCCCC3)c(-c3ccc(F)cc3)nc12,-3%,30%,·,i,8%,0%,1.1%,-1%,·
COc1cc(-c2n[nH]c(=O)o2)cc(OC)c1OC,18%,-5%,-2%,i,·,-41%,-0.8%,-3%,-5%
CCOC(=O)C1(Cc2ccccc2C)CCCN(C(=O)c2sccc2C)C1 (configuration not stated),-1%,31%[activator],-22%,i,?,-13%,0.2%,3%,-13%
COc1cc(CNc2ncc(-c3ccc(Br)cc3)n2C)cc(OC)c1O,?,·,-4%,i,-10%,-15%,0.2%,-4%,0%
COc1cc(Nc2nc3c(S(=O)(=O)c4cccc(Cl)c4)nnn3c3ccsc23)cc(OC)c1,-1%,·,·,·,13%,-1%,-1.0%,1%,·
O=C(OCC(=O)N(CCc1ccccc1)Cc1ccccc1)c1ccccc1[N+](=O)[O-],1%,-5%,7%,i,1%,-11%,3.4%,10%,-8%
O=C(C1CCN(C2CCN(Cc3cccc4c3OCO4)CC2)CC1)N1CCOCC1,-1%,4%,-21%,i,0%,0%,0.0%,7%,-2%
CC(=O)COc1ccc2c3c(c(=O)oc2c1C)CCCCC3,-7%,49%[activator],-7%,i,21%,-44%,3.9%,14%[1.84 µM],16%
CCCCC(NC(C)=O)c1nc2ccccc2n1CCCC (configuration not stated),1%,-6%,9%,i,-16%,-28%,-1.7%,-18%,-4%

# Next section; the last 2 above are carried over.
SMILES,TGFb inhibitor,ATXN2 expr inh,MCF10A rereplic,ATXN viability,Nrf2 inh,HepG2 tox,Nrf2 activator,A549 tox,EPAC2 antag
CC(=O)COc1ccc2c3c(c(=O)oc2c1C)CCCCC3,-7%,49%[activator],-7%,i,21%,-44%,3.9%,14%[1.84 µM],16%
CCCCC(NC(C)=O)c1nc2ccccc2n1CCCC (configuration not stated),1%,-6%,9%,i,-16%,-28%,-1.7%,-18%,-4%
CS(=O)(=O)N1CCN(c2ccc([N+](=O)[O-])c3cccnc23)CC1,3%,-10%,0%,i,5%,0%,4.8%,-12%,-3%
COC(=O)C(CO)NC(=O)C1CCCN1C(=O)CNC(=O)OCc1ccccc1 (configuration not stated),6%,-2%,-2%,i,-11%,-9%,0.0%,2%,-12%
Cc1ccc(CNS(=O)(=O)c2ccc3c(c2)CCN3C(=O)C2CCC2)cc1,-8%,·,6%,i,1%,-35%,0.2%,0%,10%
CCc1ccc(NC(=S)NC2CC3CCCC(C2)N3Cc2ccccc2)cc1 (configuration not stated),?,·,?,?,1%,-63%,-0.9%,1%,-4%
CCCOc1ccc(C(=O)O/N=C(\CC)c2ccc(C)cc2)cc1,0%,0%,-2%,i,2%,-14%,0.4%[9.22 µM],13%,-1%
COc1cccc(CN2CCC2(C)C(=O)NCc2cccc(C(F)(F)F)c2)c1OC (configuration not stated),-26%,?,·,?,·,-32%,1.3%,·,-16%
CN(Cc1ccccc1)c1ncnc2[nH]ncc12,6%,8%,2%,?,-16%,1%,-0.2%,3%,-4%
CC(=O)Nc1ccc(NC(=O)c2cc3c(=O)n(Cc4cccnc4)ccc3nc2C)cc1,-2%,13%,·,i,7%,18µM*,-0.6%,0%,·
